Screens from PubChem BioAssay.
EBNA-1 inhibitor: blocks EBNA-1 binding to DNA; AID 1950; EBNA-1 DNA binding, fluorescence polarization; hit rate 0.34% among 300,000; inhibition, % at 14.8 µM; in the data active = inhibition above about 28%
PP5 inh: inhibitors of human protein phosphatase 5 (PP5); hit rate 0.18% among 320,000; inhibition, % at 6.7 µM; P53041; AID 1987; purified PP5c, OMFP substrate fluorescence;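 active = inhibition above the campaign's mean inhibition across all tested compounds plus 3 SD, cut at about 9.5% in these data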;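 also: 0% = DMSO only and 100% = 100 µM cantharidin control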
TPT1 inh: inhibitors of Candida albicans tRNA 2'-phosphotransferase TPT1 | AID 1962 | recombinant caTPT1, FP RNA substrate dephosphorylation | hit rate 0.81% among 300,000 | inhibition, % at 5 µM;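 active = inhibition above the mean of all tested compounds plus 3 SD, set per screening campaign, cut at about 24% in these data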;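 also: plate controls were DMSO alone for no effect and ferristatin control at 100 nM for full effect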
ZTA counter: blocks Epstein-Barr virus ZTA, an EBNA-1 counter-screen. P03206. ZTA-DNA binding, fluorescence polarization. inhibition, % at 11 µM. hit rate 0.15% among 320,000. AID 2234; in the data active = inhibition above about 33%
Target sequence (P03206 whole entry, looked up): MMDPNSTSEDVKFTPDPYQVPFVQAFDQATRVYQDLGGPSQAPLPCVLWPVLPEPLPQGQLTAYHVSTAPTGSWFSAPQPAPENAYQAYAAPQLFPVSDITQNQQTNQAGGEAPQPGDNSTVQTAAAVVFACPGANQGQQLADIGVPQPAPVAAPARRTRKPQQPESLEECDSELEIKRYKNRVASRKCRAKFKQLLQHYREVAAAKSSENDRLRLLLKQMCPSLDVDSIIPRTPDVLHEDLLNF
PP1 inh: PP1-alpha (human) inhibition in PP5 counter-screen; P62136; purified PP1alpha, OMFP fluorescence; inhibition, % at 6.7 µM; hit rate 0.9% among 320,000; AID 2235;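 active = inhibition above the mean inhibition of all tested compounds plus 3 SD, computed separately for each screening campaign, cut at about 15% in these data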
Target sequence (P62136 whole entry, looked up): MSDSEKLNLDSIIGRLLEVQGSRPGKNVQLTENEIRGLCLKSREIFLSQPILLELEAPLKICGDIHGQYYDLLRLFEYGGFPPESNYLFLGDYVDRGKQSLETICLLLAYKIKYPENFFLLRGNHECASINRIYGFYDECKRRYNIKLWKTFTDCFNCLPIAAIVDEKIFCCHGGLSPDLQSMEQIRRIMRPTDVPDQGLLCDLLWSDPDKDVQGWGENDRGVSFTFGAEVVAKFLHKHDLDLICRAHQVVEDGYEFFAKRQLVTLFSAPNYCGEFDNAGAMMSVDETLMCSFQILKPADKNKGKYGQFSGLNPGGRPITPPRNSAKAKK
core dimer inh: blocks dimerization of HCV core protein. TR-FRET GST/Flag-core106 dimerization, 1536-well. inhibition, % at 5 µM. hit rate 0.33% among 300,000;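 active = inhibition above the mean of all tested compounds plus 3 SD, set per screening campaign, cut at about 45% in these data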
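Test system: GST/Flag-tagged HCV core106 proteins; Medium: KF-containing HEPES buffer, pH 7.45, DTT, CHAPS, BSA; Times: compound-protein-antibody incubation 4 h at 22.5 °C; Detection: TR-FRET 671 and 617 nm emission; Benchmarks: wells lacking GST-core106 and wells with excess unlabelled core106.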
Efflux pump mplx: inhibitors of Candida antifungal efflux pumps expressed in yeast; S. cerevisiae Candida pump triplex, Nile Red efflux; AID 485275; hit rate 0.44% among 330,000; inhibition, % at 10 µM;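 active = plate passing quality check with inhibition over a set limit, or well fluorescence over plate mean plus 4 SD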;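 also: Nile Red retained in pooled yeast measured as flow cytometry median fluorescence; 0% = buffer negative control and 100% = Enniatin B positive control; higher means more Nile Red kept so more efflux inhibition; some compounds called inactive have numbers as strong as hits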
PREPL inh: inhibits the human prolyl oligopeptidase-like enzyme; recombinant PREPL, fluorescence polarization activity-based probe; inhibition, % at 5.96 µM; Q4J6C6; AID 2751; hit rate 0.68% among 320,000; in the data active = inhibition above about 43%;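 also: 0% = enzyme with DMSO and 100% = wells lacking enzyme; many of its hits are not listed in these tables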
Fh CTSL1 inh: blocks F. hepatica cathepsin L1 in PFM18AAP counter-screen | recombinant F. hepatica cathepsin L1, Z-Leu-Arg-MCA fluorescence | inhibition, % at 5.96 µM | hit rate 0.49% among 300,000;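 active = inhibition above the mean of all tested compounds plus 3 SD, set per screening campaign, cut at about 17% in these data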;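 also: 0% = plate median of test compound wells and 100% = 1 µM Z-Phe-Ala-diazomethylketone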
The depositor's hits bear a star; / = not tested or not shown. Some of the compounds tested; the hit share may differ from the screen's.

SMILES | EBNA-1 inhibitor | PP5 inh | TPT1 inh | ZTA counter | PP1 inh | core dimer inh | Efflux pump mplx | PREPL inh | Fh CTSL1 inh
CCCC(=O)Nc1ccc(NC(=O)C23CC4CC(CC(C4)C2)C3)cn1 | 8 | -1.0 | -2 | 6 | -2 | 0 | 0.0 | -4 | 3
COc1ccccc1N1CCN(CC(=O)Nc2ccc(C)c(F)c2)CC1 | -7 | 3.5 | -6 | -19 | 1 | -6 | 0.2 | 10 | -1
Cc1ccc(OCCN(C)C(=O)C2CCC(=O)N(CCCN3CCOCC3)C2)cc1 (centres undefined) | 3 | -1.1 | 2 | 12 | -3 | -9 | 0.1 | 16 | 1
O=C(c1ccc(N2CCCC2)c([N+](=O)[O-])c1)N1CCN(CCO)CC1 | 4 | 2.8 | 0 | -14 | -2 | 0 | 0.1 | 1 | 4
Cc1cc(C(=O)CN2C(=O)NC3(CCCCC3)C2=O)c(C)n1Cc1ccco1 | -4 | 2.6 | -1 | -8 | -5 | 1 | 0.0 | 2 | -2
COc1cc(OC)c(C2C(C(=O)Nc3ccc(C)cc3C)=C(C)Nc3ncnn32)cc1OC (centres undefined) | -13 | 15* | 0 | -1 | 2 | 6 | 0.8* | 21 | -5
CCC(C)(C)NC(=O)C(c1cccs1)N(C(=O)c1ccn[nH]1)c1cccc(OC)c1 (centres undefined) | -4 | 1.2 | 2 | 9 | -1 | 11 | -0.2 | 1 | 1
COc1ccc(CNS(=O)(=O)c2cc(OCC(N)=O)c(C)cc2Cl)cc1 | 6 | 1.2 | 1 | -3 | -1 | -6 | -0.2 | 6 | -3
COc1cc(NCCCCCCCN)c2ncccc2c1 | -7 | 4.1 | 4 | 7 | 1 | -6 | 0.2 | 55* | 2
COc1ccc(Nc2cc(C(=O)NCc3cccnc3)c3ccccc3n2)c(OC)c1 | -1 | 3.3 | 0 | 19 | 0 | -3 | -0.1 | 10 | 2
CCOC(=O)Cn1cc(C#N)c2ccccc21 | -4 | 0.5 | -2 | 10 | -3 | -1 | 0.1 | 5 | -1
Cc1cc(C)cc(-n2c(SCC(=O)NCc3ccco3)nc3ccccc3c2=O)c1 | 3 | 0.6 | 8 | 2 | -2 | 7 | -0.2 | 7 | 2
CCC(=O)NC(/C=C/c1ccccc1)c1cc([N+](=O)[O-])c2cccnc2c1O (centres undefined) | -16 | 3.8 | 2 | 2 | 1 | -3 | 0.0 | 5 | 6
Cc1[nH]nc2c1C(c1ccsc1)C(C#N)=C(N)O2 (centres undefined) | -6 | -1.6 | -4 | -3 | -1 | -3 | 0.0 | -2 | 2
Cc1cccc(C(=O)NC(C)C(c2cccs2)N2CCOCC2)c1 (centres undefined) | -3 | 3.8 | -3 | 12 | -4 | -1 | 0.1 | 1 | -2
COc1ccc(OCc2cnc(Cl)s2)cc1 | -2 | -0.5 | -3 | -13 | -2 | -4 | 0.0 | 10 | -1
CCOC(=O)NC(=S)Nc1ccc(C(C)(C)C)cc1Br | 0 | 0.6 | 1 | -4 | -1 | -1 | -0.1 | -4 | -2
CCC(=O)Nc1ccc(Cl)c(NC(=S)NC(=O)COc2ccccc2)c1 | 11 | 0.8 | 1 | 1 | 0 | 2 | 0.1 | -9 | 0
O=C(NCCc1nnc2ccc(SCC(=O)N3CCOCC3)nn12)c1ccccc1 | -10 | 3.4 | -2 | -4 | -3 | -5 | 0.1 | -3 | 0
O=C(NCCS(=O)(=O)N1CCN(c2ccccc2F)CC1)c1ccc(F)c(F)c1 | 8 | 0.6 | -3 | -3 | -1 | -5 | 0.0 | -20 | -6
O=C(COC(=O)c1cc(S(=O)(=O)N2CCCCC2)ccc1N1CCOCC1)NCCc1ccc(F)cc1 | -3 | 0.8 | -3 | 14 | -1 | -20 | 0.1 | 31 | 7
C=CCN1C(=O)c2ccc(C(=O)N(C)Cc3ccc(C)o3)cc2C1=O | -6 | -1.8 | -4 | -18 | -7 | -5 | 0.0 | 7 | -3
CCc1nnc(NC(=O)c2ccc(-c3ccc(F)cc3)o2)s1 | 7 | 1.5 | 0 | 0 | 6 | 7 | 0.1 | -2 | 3
CCN(CC)c1ccc(/C=N/NC(=O)c2ccoc2C)c(O)c1 | 3 | 2.7 | 6 | -5 | 3 | -14 | -0.2 | 16 | 0
COc1cc(OC)cc(C(=O)Nc2ccccc2C(=O)NCc2cccnc2)c1 | -13 | -0.4 | -2 | 3 | -1 | 3 | 0.1 | -3 | 2
O=C(CSc1nnc(CNC(=O)c2cccs2)o1)Nc1ccccc1F | -10 | 1.7 | -1 | 2 | -4 | -3 | 0.1 | 4 | -1
Nc1ccccc1NC(=O)c1ccccc1 | 6 | 0.8 | 2 | 0 | 1 | 0 | 0.1 | 18 | 3
O=C(c1cc2ccccc2oc1=O)N(Cc1cccc(Br)c1)C1CCS(=O)(=O)C1 (centres undefined) | 5 | 0.4 | -2 | -4 | -2 | -7 | -0.2 | 10 | 4
CCc1ccc(NC(=O)CN(c2cccc(C)c2)S(C)(=O)=O)cc1 | -1 | 2.5 | 0 | 3 | 1 | -3 | -0.1 | 3 | 0
CCOc1cccc(CNn2cnnc2)c1OCc1ccccc1Cl | -9 | 1.5 | 0 | 29 | 2 | 7 | -0.1 | -4 | 1
C=CCOc1c(Br)cc(CNc2ccc(NC(=O)C(C)C)c(OC)c2)cc1OCC | 8 | 1.6 | 10 | -3 | 2 | 9 | -0.2 | 6 | 3
COc1cc2[nH]c(=O)n3nc(-c4ccccc4)nc3c2cc1OC | -4 | 1.7 | 2 | 10 | -2 | 1 | 0.1 | 4 | -3
Cc1ccc(S(=O)(=O)N2CCC(NC(=O)c3cccnc3)CC2)cc1Cl | 11 | -1.4 | 4 | 10 | -1 | 13 | 0.0 | -7 | -2
CC(C)CCNC(=O)c1cc2c(=O)[nH]c3ccccc3c2s1 | -6 | 0.8 | -1 | -2 | 2 | -2 | -0.1 | 3 | 2
CN(Cc1cccc(Cl)c1Cl)c1ccc(S(=O)(=O)N2CCCCC2)cc1[N+](=O)[O-] | 6 | 3.7 | -2 | -4 | 3 | 7 | -0.1 | 11 | -1
CCOC(=O)[C@@H]1CCNC[C@@H]1c1ccccc1 | 12 | 0.0 | 2 | 8 | -5 | -7 | -0.1 | -25 | 8
O=C(/C=C/c1ccc2c(c1)OCO2)NC1CCCC1 | -21 | 1.3 | 0 | 4 | 1 | -12 | 0.8 | 8 | 0
Nc1ccc(Cl)c(NC(=O)c2cccs2)c1 | 0 | 2.5 | -4 | 15 | 2 | 6 | -0.1 | 1 | -3
CC1Cc2nc(SCC(=O)Nc3nccs3)n(C)c(=O)c2S1 (centres undefined) | 5 | 1.6 | 1 | -1 | 0 | 12 | 0.3 | 6 | 1
Oc1sc(C=Nc2ccc(F)cc2)c2ccccc12 | -6 | 1.3 | 128* | -5 | -2 | -25 | 0.0 | 51* | 0
COc1ccccc1C(=O)NCCC(=O)N1CCCCC1 | 3 | 0.5 | 3 | 6 | 0 | 0 | 0.1 | 5 | 1
CCOc1cc(C(=O)NN2CCOCC2)cc(OCC)c1OCC | -6 | 2.2 | 1 | -5 | 0 | -3 | 0.2 | 10 | 0
O=C1C(Br)=Cc2cccc3cccc1c23 | -17 | -0.6 | -31 | 0 | -4 | -33 | 0.6 | 11 | -1
CCOC(=O)C(=O)/C(C#N)=C/Nc1ccc(F)cc1 | -9 | 0.2 | 0 | -9 | 0 | 3 | 0.3 | -3 | 4
Cc1ccc(S(=O)(=O)N(CC(=O)NCCSCc2ccco2)c2ccc(F)cc2)cc1 | -12 | 5.0 | 8 | -24 | 5 | 5 | 0.0 | 15 | 1
COc1ccc(-c2c(C)nn(Cc3ccccc3)c2N)cc1 | 6 | 0.0 | -1 | 4 | 1 | -2 | 0.1 | -1 | 0
CC(=O)N1CCN(CCN=CC2=C(O)CC(c3cccs3)CC2=O)CC1 (centres undefined) | 0 | -0.3 | -3 | 8 | -2 | 1 | 0.1 | 14 | 0
CCCc1cc(=O)oc2c(C)c3occ(C)c3cc12 | -9 | -2.3 | 2 | -4 | -1 | 6 | -0.2 | -6 | -1
CCOC(=O)c1nnn(-c2nonc2-n2cccc2)c1CN1CCOCC1 | -7 | 0.3 | 2 | -13 | -2 | 0 | -0.1 | 6 | -1
COc1ccc(S(=O)(=O)Nc2cccc(SC)c2)cc1C(=O)N1CCOCC1 | 1 | 0.1 | -3 | 15 | 1 | 4 | 0.1 | 2 | -1
O=C(O)COc1ccccc1/C=C1\SC(=Nc2ccc(F)cc2)N(c2ccc(F)cc2)C1=O | -5 | 1.6 | -1 | 18 | 6 | 14 | 0.3 | -2 | -3
Cc1nc(C)c(Oc2ccc(Cl)cc2Cl)c(=O)[nH]1 | -8 | 1.8 | -3 | -21 | 4 | -3 | 0.0 | 12 | 0
COc1ccc(CSCC(=O)Nc2ccc(S(=O)(=O)N3CCCCCC3)cc2)cc1 | -4 | 2.0 | -6 | 0 | 0 | 3 | -1.8 | 18 | 1
O=C(COC(=O)c1ccc(S(=O)(=O)N2CCCC2)cc1)Nc1ccc(F)cc1F | 2 | 2.4 | 2 | 7 | 0 | 2 | 0.1 | 5 | -2
CC(=O)c1c(C)nc(-c2ccccc2)nc1N | -1 | 1.4 | 1 | -8 | -3 | -7 | 0.4 | 9 | -2
O=C(COc1ccc(S(=O)(=O)N2CCOCC2)cc1)Nc1ccc(Cl)c(C(F)(F)F)c1 | -9 | 6.2 | -3 | 5 | 3 | -5 | -0.1 | 25 | 0
CCOC(=O)C1CCN(S(=O)(=O)c2ccc3c(c2)CC(C)N3C(=O)C2CCC2)CC1 (centres undefined) | -4 | -1.3 | -1 | 8 | 5 | 8 | 0.1 | 7 | -1
CC(=O)Nc1ccc(SC[C@H](C)CN2CC[C@H](O)CCC2=O)cc1 | / | -2.1 | / | -4 | -1 | / | -0.1 | -1 | /
C=CCn1c(=N)n(CC(=O)OCC)c2ccccc21 | -3 | 0.5 | -6 | -12 | -4 | -6 | -0.1 | 24 | 0
O=C(O)CC(SCC(=O)Nc1ccccc1)C(=O)O (centres undefined) | -1 | 2.8 | 0 | -3 | -2 | -1 | 0.1 | 2 | -5

The results go on:
SMILES | EBNA-1 inhibitor | PP5 inh | TPT1 inh | ZTA counter | PP1 inh | core dimer inh | Efflux pump mplx | PREPL inh | Fh CTSL1 inh
Cc1ccccc1CN(c1ccc(C(=O)NCc2ccccn2)cc1)S(C)(=O)=O | 8 | 0.0 | 3 | 6 | 4 | -1 | -0.1 | -1 | 1
CCn1nnc(-c2ccc(N)cc2)n1 | -9 | -0.4 | -3 | -7 | 0 | -10 | -0.1 | -6 | 1
COc1ccccc1N1C(=O)c2ccc(C(=O)Nc3nccs3)cc2C1=O | 1 | 0.9 | -3 | -10 | 0 | 9 | -0.3 | 0 | 0
Cc1cccc(NC(=O)NNC(=O)c2c(Cl)c(C)nn2C)c1 | 1 | -1.5 | 1 | 6 | -4 | 6 | -0.2 | 2 | -2
COc1ccc(OCC(=O)OCC(=O)NCc2ccco2)cc1 | 0 | 4.3 | -1 | 7 | -3 | -8 | -0.1 | -3 | -6
CCC(C(=O)NCc1cccnc1)n1nc(C)n2c(cc3occc32)c1=O (centres undefined) | 2 | 1.2 | 0 | -5 | -4 | 3 | -0.2 | 1 | -1
